HEK293 tox: cytotoxicity in counter-screen for GLP-1R inverse agonists; AID 624418; 0.13% of 410,000 active; HEK293 cAMP-luciferase reporter cells, luminescence, 24 h; Potency, µM (titrated, usually from 38.3 µM), for inactives: top-dose activity change, negative = inhibition, hits mostly inhibitors;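 further: loss of luciferase light is scored as toxicity; potency means the concentration at half of the fitted maximal effect; on the % scale 0 is the no-effect control and ±100 the full control effect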
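Cells in DMEM/10% Nu serum/1% pen-strep, 1536-well format. Pre-incubated 12 h, dosed with 23 nL compound, incubated a further 24 h. Luciferase detection, 12 min at room temp, luminescence.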
PLK1 PBD block: inhibitors of human PLK1 polo-box domain binding; Plk1 PBD binding of FITC phosphopeptide, fluorescence polarization; Potency, µM, for inactives: max response, negative = inhibition, most hits filed as inhibitors; P53350; 2.8% of 360,000 active; further: potency means the concentration at half of the fitted maximal effect; series mostly up to about 57 µM; on the % scale 0 is the no-effect control and ±100 the full control effect; nearly all actives have a fitted effect of over 65% in size
D3 ag: D3 dopamine receptor (human) agonism; D3R DiscoveRx beta-arrestin cells, luminescence, 90 min; P35462; 0.58% of 410,000 active; max activation, %; AID 652048; in the data active means max activation above about 30%; further: 0% is about no effect; mostly tested at two doses, the higher about 12 µM
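Agonist-mode cell screen: cells plated at 1500/well and incubated overnight at 37 °C, then exposed to library compounds for 90 min at 37 °C. Detection reagent was added for 30–60 min at room temperature, and luminescence was read.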
D3 antag: blocks the human D3 dopamine receptor; D3R cells, DiscoveRx beta-arrestin luminescence, antagonist mode; active compounds read low; max response, negative = inhibition, %; 2.5% of 360,000 active; in the data active means max response below about -50%; inconclusive means no clear call, values can overlap the other calls; further: on the % scale 0 is the no-effect control and ±100 the full control effect; mostly tested at two doses, the higher about 12 µM
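Cells plated overnight at 1500 cells/well, then exposed to library compounds with dopamine controls for 90 minutes at 37 degrees C. DiscoveRx reagent added for 30–60 minutes at room temperature; luminescence read, quantitative HTS format.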
IL-2 act: activators of IL-2; IL-2 activation reporter assay, cell-based qHTS; stimulated with anti-CD3/CD4/CD28 beads; in transgenic mouse T cells; activation, % (series mostly up to about 46 µM); 0.065% of 360,000 active; AID 652025; in the data active means activation above about 50%; inconclusive means mostly about 30% to 49%; further: 0% is about no effect
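Screening format: compound pinned onto unstimulated transgenic mouse T cells, 60 min incubation, then anti-CD3/anti-CD4/anti-CD28 bead stimulation for 18 hours at 37 degrees C, followed by EGFP and DsRed detection.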
PI5P4Ka inh: blocks human PI5P4K alpha kinase activity | P48426 | PI5P4Kalpha enzyme, ADP-Glo luminescence, 60 min; active compounds read low | max response, % | 1.2% of 330,000 active | AID 652105; active means max response of -50% or lower; inconclusive means between -30% and -50%; inactive means -30% or higher; further: value at the top dose of about 77 µM; on the % scale 0 is the no-effect control and ±100 the full control effect
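Single end-point luminescence (ADP-Glo) quantified ADP from PI5P4Kalpha turnover; ATP 5 microM final, 1 h at RT, 0.1% CHAPS and 0.28 mM EGTA in HEPES pH 7.4.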
WRN inhibitor: blocks human WRN helicase | Potency, µM (highest dose often 114 µM), for the others: at the top dose activity change, negative = inhibition, usual class: inhibitors | WRN helicase unwinding, fluorescent forked duplex, kinetic | 0.46% of 360,000 active | AID 651768; further: potency means the concentration at half of the fitted maximal effect; on the % scale 0 is the no-effect control and ±100 the full control effect; nearly all actives have a fitted effect of over 55% in size
Target sequence (Q14191 whole entry, looked up): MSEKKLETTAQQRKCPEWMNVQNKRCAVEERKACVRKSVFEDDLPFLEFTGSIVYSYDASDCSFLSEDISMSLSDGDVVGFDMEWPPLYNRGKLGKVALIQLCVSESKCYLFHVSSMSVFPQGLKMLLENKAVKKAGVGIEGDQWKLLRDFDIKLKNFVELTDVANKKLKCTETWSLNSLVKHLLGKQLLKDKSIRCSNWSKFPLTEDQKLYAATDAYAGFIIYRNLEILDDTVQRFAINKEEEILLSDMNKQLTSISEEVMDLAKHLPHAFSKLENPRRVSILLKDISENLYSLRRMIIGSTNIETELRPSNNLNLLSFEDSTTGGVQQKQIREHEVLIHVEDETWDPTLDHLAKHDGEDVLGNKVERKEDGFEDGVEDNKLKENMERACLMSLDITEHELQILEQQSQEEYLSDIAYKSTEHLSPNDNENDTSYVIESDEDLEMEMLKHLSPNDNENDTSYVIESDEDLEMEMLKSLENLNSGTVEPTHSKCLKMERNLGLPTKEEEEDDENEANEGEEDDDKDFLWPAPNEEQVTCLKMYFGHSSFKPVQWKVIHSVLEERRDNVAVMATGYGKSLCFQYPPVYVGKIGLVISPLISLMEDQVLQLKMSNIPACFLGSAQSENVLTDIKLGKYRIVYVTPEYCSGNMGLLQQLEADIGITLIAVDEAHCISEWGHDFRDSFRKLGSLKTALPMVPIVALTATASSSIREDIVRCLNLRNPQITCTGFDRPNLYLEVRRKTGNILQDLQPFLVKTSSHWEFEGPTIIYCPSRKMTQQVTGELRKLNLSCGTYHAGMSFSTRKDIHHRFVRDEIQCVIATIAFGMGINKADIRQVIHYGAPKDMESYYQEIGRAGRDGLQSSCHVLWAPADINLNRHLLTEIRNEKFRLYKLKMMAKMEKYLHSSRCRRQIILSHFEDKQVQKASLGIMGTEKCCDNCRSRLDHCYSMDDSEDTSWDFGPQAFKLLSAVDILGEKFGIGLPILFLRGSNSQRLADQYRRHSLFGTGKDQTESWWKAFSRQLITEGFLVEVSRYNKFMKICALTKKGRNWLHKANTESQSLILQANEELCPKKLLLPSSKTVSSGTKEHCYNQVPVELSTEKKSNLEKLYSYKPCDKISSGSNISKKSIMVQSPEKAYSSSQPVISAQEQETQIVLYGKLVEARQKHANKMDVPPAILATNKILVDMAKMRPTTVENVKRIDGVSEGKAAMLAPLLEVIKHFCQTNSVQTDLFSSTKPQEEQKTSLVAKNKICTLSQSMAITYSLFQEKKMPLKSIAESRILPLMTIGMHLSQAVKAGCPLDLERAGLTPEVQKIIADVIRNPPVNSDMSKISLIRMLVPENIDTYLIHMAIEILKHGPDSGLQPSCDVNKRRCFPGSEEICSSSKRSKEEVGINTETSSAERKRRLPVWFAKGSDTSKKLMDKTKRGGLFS
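WRN at 20 nM final was preincubated with compound for 15 min at room temperature; reaction started with 100 nM forked duplex oligonucleotide carrying fluorophore and quencher plus 2 mM ATP (final). Unwinding followed kinetically by red fluorescence (ex 525/em 598 nm).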
GLP1R ag: activates the human GLP-1 receptor; P43220; HEK293 GLP-1R CRE-luciferase, luminescence, 4-6 h; cells express a hypersensitive GLP-1R form; Potency, µM (titrated, usually from 45.6 µM), for the others: top-dose activation, hits mostly activators; 0.007% of 380,000 active; AID 624172; further: potency means the concentration at half of the fitted maximal effect; % of control where 0% means no effect
GLP1R inv ag: inverse agonists of human GLP-1 receptor; 1.6% of 410,000 active; P43220; HEK293 GLP-1R CRE-luciferase, luminescence, 24 h; GLP-1R form is constitutively active; Potency, µM (doses to about 38.3 µM), inactives show at the top dose activity change, negative = inhibition, usual class: inhibitors; further: potency means the concentration at half of the fitted maximal effect; on the % scale 0 is the no-effect control and ±100 the full control effect; nearly all actives have a fitted effect of over 55% in size
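Readout was luciferase luminescence, measured 12 min after detection reagent at room temperature. Beforehand, GLP-1R reporter HEK293 cells had sat 12 h, then received compounds for 24 hr at 37 deg C.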
An asterisk follows results filed as active; [ ] = dose if it differs, or a comment. Unless noted, the call rests on the fitted dose curve; in most records, active means well fitted curve in the direction sought with a large enough effect; inconclusive means small, poorly fitted or top-dose-only effect, or another doubt; inactive means no such curve, though single readings can be large; an effect the other way counts as inactive or inconclusive.

CC1=C(C(=O)Nc2cccc(C(=O)NCc3ccc(F)cc3)c2)SCCO1 was read as HEK293 tox -4%, PLK1 PBD block -3%, D3 ag 0, D3 antag -1, IL-2 act 0.0, PI5P4Ka inh 2, WRN inhibitor -2%, GLP1R ag 6% and GLP1R inv ag inconclusive.
Screening Cc1cc2c(cc1C)NC1=C(N2)OC(c2cccc(O)c2)C1=O (stereo not given) returned HEK293 tox 29%, PLK1 PBD block 0%, D3 ag 1, D3 antag 0, IL-2 act -0.1, PI5P4Ka inh -2, WRN inhibitor -6%, GLP1R ag 8% and GLP1R inv ag 4%.
Screening C[C@@H](NC(=O)CN(c1ccccc1)S(=O)(=O)N(C)C)c1ccccc1 returned HEK293 tox 0%, D3 ag -12, GLP1R ag -2% and GLP1R inv ag -18%.
Screening COc1cc(NC(=O)c2ccc3nsnc3c2)cc(OC)c1OC returned HEK293 tox 5%, PLK1 PBD block 7%, D3 ag -2, D3 antag 5, IL-2 act -0.9, PI5P4Ka inh 0, WRN inhibitor -6%, GLP1R ag 2% and GLP1R inv ag 42%[activator].
`Cc1cc(-n2c(SCC(=O)NCc3cccs3)nc3n[nH]c(C)c3c2=N)ccc1Cl` gave HEK293 tox -5%, PLK1 PBD block -4%, D3 ag -8, D3 antag 3, IL-2 act -1.8, WRN inhibitor -5%, GLP1R ag -3% and GLP1R inv ag 0%.
For Cc1nnc(SCc2ccccn2)n(N)c1=O the results were HEK293 tox -1%, PLK1 PBD block -2%, D3 ag 0, D3 antag -5, IL-2 act -0.8, PI5P4Ka inh 0, WRN inhibitor -12%, GLP1R ag 0% and GLP1R inv ag 4%.
Cc1ccc(NC(=O)CSc2ccc3nnc(-c4ccccn4)n3n2)cc1 was read as HEK293 tox -15%, PLK1 PBD block -2%, D3 ag -2, D3 antag 0, IL-2 act 0.4, PI5P4Ka inh -1, WRN inhibitor -7%, GLP1R ag -2% and GLP1R inv ag 17%.
CCn1nc(CC(=O)Nc2ccc(-n3cnnn3)c(C)c2)c2ccccc2c1=O was read as HEK293 tox -8%, PLK1 PBD block 0%, D3 ag 0, D3 antag 9, IL-2 act -1.9, PI5P4Ka inh 1, WRN inhibitor 5%, GLP1R ag 2% and GLP1R inv ag 6%.
Screening COc1ccc2nc(N3C(=O)CC(Cc4ccc(Cl)cc4)C3=O)sc2c1 (stereo not given) returned HEK293 tox 4%, PLK1 PBD block -5%, D3 ag 2, D3 antag 9, IL-2 act -1.6, WRN inhibitor -28%, GLP1R ag 4% and GLP1R inv ag 0%.
`COc1ccc(N2CC(C(=O)N[C@@H](C)C(=O)NCCc3ccccc3)CC2=O)cc1` (stereo not given in full) gave HEK293 tox -5%, PLK1 PBD block -14%, D3 ag 6, D3 antag -1, IL-2 act 0.0, PI5P4Ka inh -1, WRN inhibitor -2%, GLP1R ag -1% and GLP1R inv ag -2%.
`O=C(Nc1nnc(-c2ccccc2F)s1)c1cccnc1` gave HEK293 tox -4%, PLK1 PBD block -2%, D3 ag -4, D3 antag -8, IL-2 act 0.6, PI5P4Ka inh -1, WRN inhibitor -4%, GLP1R ag 0% and GLP1R inv ag 27%.
Screening O=c1[nH]n(-c2ccc(Cl)cc2)c(=O)c(Cl)c1Cl returned HEK293 tox -11%, PLK1 PBD block -29%, D3 ag 7, D3 antag -12, IL-2 act 0.0, WRN inhibitor -16%, GLP1R ag 2% and GLP1R inv ag 0%.
`COc1ccc(CCN2C(=NC(=O)C(C)C)SC3CS(=O)(=O)CC32)cc1` (stereo not given) gave HEK293 tox -3%, PLK1 PBD block 1%, D3 ag 1, D3 antag -6, IL-2 act -0.4, PI5P4Ka inh 1, WRN inhibitor 1%, GLP1R ag 10% and GLP1R inv ag -17%.
`CCN(CC(=O)NCc1ccc(F)cc1)C(=O)c1cc2ccccc2o1` gave HEK293 tox -9%, PLK1 PBD block 5%, D3 ag 18, D3 antag -5, IL-2 act 1.5, PI5P4Ka inh 5, WRN inhibitor -5%, GLP1R ag 5% and GLP1R inv ag 9%.
For O=C(Nn1cnc2ccccc2c1=O)c1ccc(Cl)c([N+](=O)[O-])c1 the results were HEK293 tox -3%, PLK1 PBD block -8%, D3 ag -9, D3 antag -24, IL-2 act -3.2, PI5P4Ka inh -3, WRN inhibitor 1%, GLP1R ag 4% and GLP1R inv ag 10%.
Cc1nn(CC(=O)N2CCC(N3CCCCC3)CC2)c(=O)c2c1sc1ccccc12 was read as HEK293 tox 6%, PLK1 PBD block -20%, D3 ag -9, D3 antag -12, IL-2 act -0.3, PI5P4Ka inh 6, WRN inhibitor 10%, GLP1R ag -3% and GLP1R inv ag 12%.
Screening COc1cccc(N(CC(=O)NC2CCCCCC2)S(=O)(=O)c2ccccc2)c1 returned HEK293 tox -2%, PLK1 PBD block -5%, D3 ag -1, D3 antag -2, IL-2 act 0.3, PI5P4Ka inh -1, WRN inhibitor -17%, GLP1R ag 0% and GLP1R inv ag 2%.
For CCC(CC)c1nnc(NC(=O)CCS(=O)(=O)Cc2ccccc2)s1 the results were HEK293 tox -7%, PLK1 PBD block 24µM*, D3 ag -14, D3 antag 1, IL-2 act 4.8, PI5P4Ka inh 4, WRN inhibitor -9%, GLP1R ag 0% and GLP1R inv ag -6%.
For O=C1CCN(Cc2ccccc2)CCN1CCO the results were HEK293 tox 3%, PLK1 PBD block -18%, D3 ag -28, D3 antag -19, IL-2 act -0.4, PI5P4Ka inh 1, WRN inhibitor 0%, GLP1R ag -5% and GLP1R inv ag 17%.
Screening CCOc1ccc(N(C(=O)c2snc(C(N)=O)c2N)C(C(=O)NCC2CCCO2)c2c[nH]c3ccccc23)cc1 (stereo not given) returned HEK293 tox 11%, PLK1 PBD block -2%, D3 ag 4, D3 antag -9, IL-2 act -0.1, PI5P4Ka inh 1, WRN inhibitor -6%, GLP1R ag 3% and GLP1R inv ag -29%.

The final 2 entries of the section above come first, to join the parts:
For O=C1CCN(Cc2ccccc2)CCN1CCO the results were HEK293 tox 3%, PLK1 PBD block -18%, D3 ag -28, D3 antag -19, IL-2 act -0.4, PI5P4Ka inh 1, WRN inhibitor 0%, GLP1R ag -5% and GLP1R inv ag 17%.
Screening CCOc1ccc(N(C(=O)c2snc(C(N)=O)c2N)C(C(=O)NCC2CCCO2)c2c[nH]c3ccccc23)cc1 (stereo not given) returned HEK293 tox 11%, PLK1 PBD block -2%, D3 ag 4, D3 antag -9, IL-2 act -0.1, PI5P4Ka inh 1, WRN inhibitor -6%, GLP1R ag 3% and GLP1R inv ag -29%.
Screening Cc1ccc(Oc2ncccc2/C=N/OCc2ccc(Cl)cc2Cl)cc1 returned HEK293 tox 3%, PLK1 PBD block -4%, D3 ag -9, D3 antag 13, IL-2 act 0.7, PI5P4Ka inh 12, WRN inhibitor 0%, GLP1R ag 17% and GLP1R inv ag -6%.
Screening CCOC(=O)CSc1nnc(Cc2ccccc2)n1CC1CCCO1 (stereo not given) returned HEK293 tox -8%, PLK1 PBD block -8%, D3 ag -20, D3 antag -13, IL-2 act -0.2, WRN inhibitor 3%, GLP1R ag -2% and GLP1R inv ag 6%.
CCCCN1C(=O)C(CC(=O)NCCCN(C)C)CC(C(=O)N(CC)CC)=C1C (stereo not given) was read as HEK293 tox 2%, PLK1 PBD block -6%, D3 ag 3, D3 antag 34, IL-2 act 0.6, PI5P4Ka inh -2, WRN inhibitor -9%, GLP1R ag 2% and GLP1R inv ag 18%.
CCOC(=O)N1CCC(NC(=S)Nc2ccc3nc(N4CCN(C)CC4)cc(C)c3c2)CC1 was read as HEK293 tox -8%, PLK1 PBD block -3%, D3 ag 3, D3 antag -4, IL-2 act 3.0, PI5P4Ka inh -4, WRN inhibitor 2%, GLP1R ag 6% and GLP1R inv ag inconclusive.
For CCC(C)N(C(=O)COC(=O)c1nc(Cl)ccc1Cl)C1CCS(=O)(=O)C1 (stereo not given) the results were HEK293 tox -5%, PLK1 PBD block -3%, D3 ag 1, D3 antag 17, IL-2 act -0.9, PI5P4Ka inh 3, WRN inhibitor -16%, GLP1R ag -3% and GLP1R inv ag 3%.
Screening O=C(CSc1ncccc1C(=O)O)NC1CCCCC1 returned HEK293 tox 0%, PLK1 PBD block -1%, D3 ag 0, D3 antag -14, IL-2 act -0.4, PI5P4Ka inh -10, WRN inhibitor 2%, GLP1R ag -4% and GLP1R inv ag 17%.
For CC(=O)N1C(=O)N(C(C)=O)C2C1N(C(C)=O)C(=O)N2C(C)=O (stereo not given) the results were HEK293 tox -2%, PLK1 PBD block -4%, D3 ag 0, D3 antag -6, IL-2 act -0.6, WRN inhibitor 14%, GLP1R ag -6% and GLP1R inv ag 0%.
For COC(=O)c1ccc(C)c(NC(=O)C2COc3ccccc3O2)c1 (stereo not given) the results were HEK293 tox -5%, PLK1 PBD block 0%, D3 ag -2, D3 antag 3, IL-2 act -1.3, PI5P4Ka inh -1, WRN inhibitor 2%, GLP1R ag -9% and GLP1R inv ag 0%.
`Cc1cc(C)cc(NC(=O)Nc2cccnc2)c1` gave HEK293 tox 1%, PLK1 PBD block -7%, D3 ag 0, D3 antag -7, IL-2 act -2.3, PI5P4Ka inh -13, WRN inhibitor -10%, GLP1R ag 1% and GLP1R inv ag -26%.
`COc1ccc(C2=NN(CC(=O)Nc3ccccc3C)C(=O)CC2)cc1` gave HEK293 tox -2%, PLK1 PBD block -4%, D3 ag 2, D3 antag 8, IL-2 act -0.6, PI5P4Ka inh -2, WRN inhibitor -2%, GLP1R ag 12% and GLP1R inv ag 50%[activator].
Screening COC(=O)COc1ccc(-n2cnnn2)cc1 returned HEK293 tox 5%, PLK1 PBD block -6%, D3 ag 16, D3 antag 7, IL-2 act -2.5, PI5P4Ka inh 0, WRN inhibitor -8%, GLP1R ag 0% and GLP1R inv ag 1%.
`O=C1COc2ccc(C(=O)COC(=O)C3CCN(S(=O)(=O)c4cccs4)CC3)cc2N1` gave HEK293 tox -8%, PLK1 PBD block -2%, D3 ag 0, D3 antag 25, IL-2 act 1.2, PI5P4Ka inh -2, WRN inhibitor -2%, GLP1R ag 5% and GLP1R inv ag 0%.

Assay outcomes from PubChem BioAssay.
